HTT aggregate – mutant huntingtin aggregation inhibition; PC12 HttQ103-GFP aggregates, Acumen cytometry, 40 h; Potency, µM (doses to about 46.1 µM), for the others: at the highest dose activity change, negative = inhibition, most hits filed as inhibitors; actives 1.1% (n = 220,000); further: on the % scale 0 is the no-effect control and ±100 the full control effect; nearly all actives have a fitted effect of over 60% in size
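Using laser scanning cytometry, GFP-positive aggregates were counted after lysis of PC12 cells induced with 100 nM tebufenozide to express HTT exon 1 Q103–GFP. Compounds were tested in titration.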
GAA glycogen – GAA glycogen-cleavage inhibition or activation | P10253 | AID 2100 | recombinant GAA, glycogen substrate, Amplex Red glucose oxidase fluorescence | actives 0.38% (n = 300,000) | Potency, µM (titrated, usually from 76.4 µM), without a hit: at the top dose activity change, negative = inhibition, most hits filed as inhibitors;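 further: 0% = full enzyme reaction and -100% = no-enzyme basal signal; the screen sought inhibitors and activators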
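Recombinant human enzyme (4 nM); glycogen substrate; 37 C, 40 min, pH 5.0. Readout: coupled glucose oxidase/Amplex Red fluorescence.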
IMPase Li cell – cell-permeable IMPase inhibitors with lithium potentiation; AID 1457; Potency, µM (top dose mostly 59.4 µM), inactives show at the highest dose activity, negative = IMPase inhibition, usual class: inhibitors; actives 0.35% (n = 210,000); CHO-M1 cells, IP1 TR-FRET (IP-One), carbachol + lithium;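 further: IP1 builds up when IMPase is blocked and the TR-FRET signal falls; plate controls were basal vehicle for no effect and high inhibitor control for full effect; nearly all actives have a fitted effect of over 50% in size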
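IP1 accumulation measured by competitive TR-FRET in lysed CHO-M1 cells after 30 min compound exposure at 37C, with a small lithium addition to potentiate weak responses. Hill-equation AC50 from ratio and donor-channel data.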
HTT cytoprotect – Huntington cell model cytoprotection by ATP luminescence; PC12 HTT-Q103 induced, cytoprotection, ATP luminescence, 40 h; Potency, µM (highest dose often 56.4 µM), for inactives: cytoprotection (ATP increase), actives largely listed as activators; actives 0.14% (n = 230,000);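 further: % of control where 0% means no effect; nearly all actives have a fitted effect of over 45% in size; toxic huntingtin expression switched on by the ecdysone agonist tebufenozide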
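Stable PC12 Q103-GFP cells in serum-supplemented, phenol red-free DMEM; induction by tebufenozide at 100 nM final; compound dose series; cell viability quantified luminescently from ATP.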
GAA spleen mod – inhibits or activates alpha-glucosidase in human spleen homogenate | P10253 | human spleen homogenate, 4-MU-alpha-glucoside fluorescence | Potency, µM (top dose mostly 79.9 µM), without a hit: at the highest dose activity change, negative = inhibition, usual class: inhibitors | actives 0.006% (n = 240,000) | AID 2112;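 further: 0% = enzyme with vehicle and -100% = no enzyme basal signal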
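Human spleen homogenate (1 ug) incubated with compounds and 1 mM 4-methylumbelliferyl-alpha-D-glucopyranoside in pH 5.0 citrate/phosphate buffer, 37 C, 40 min. Stopped at pH 10; 4-MU fluorescence (Ex 365/Em 440 nm); AC50 by Hill fit.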
GoLoco inh red – RGS12 GoLoco-Gai1 interaction inhibition. P63096. Gai1:RGS12 GoLoco peptide FP, rhodamine, 10 min. AID 880. actives 0.44% (n = 230,000). Potency, µM (series often up to 61.6 µM), for the others: at the top dose activity, negative = inhibition, actives largely listed as inhibitors; active means well fitted inhibition curve with a large enough effect, not every such curve was filed as active; inactive means no such curve, though single readings can be large or run the other way; further: on the % scale 0 is the no-effect control and ±100 the full control effect; nearly all actives have a fitted effect of over 30% in size; many of its hits are not listed in these tables
Target sequence (P63096 whole entry, looked up): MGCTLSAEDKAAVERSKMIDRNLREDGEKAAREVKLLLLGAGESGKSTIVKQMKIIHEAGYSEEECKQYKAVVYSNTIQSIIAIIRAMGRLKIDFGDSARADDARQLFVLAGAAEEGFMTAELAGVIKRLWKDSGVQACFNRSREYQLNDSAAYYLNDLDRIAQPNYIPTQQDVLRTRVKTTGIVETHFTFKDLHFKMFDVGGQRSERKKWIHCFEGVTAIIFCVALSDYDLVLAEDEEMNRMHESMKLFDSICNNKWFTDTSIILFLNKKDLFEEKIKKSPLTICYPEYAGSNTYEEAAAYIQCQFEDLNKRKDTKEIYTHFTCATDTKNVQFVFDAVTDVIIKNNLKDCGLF
GAA inh – blocks human lysosomal alpha-glucosidase | actives 0.005% (n = 200,000) | AID 1466 | Potency, µM (series often up to 76.9 µM), for the others: at the highest dose activity change, negative = inhibition, usual class: inhibitors | P10253 | purified human GAA, 4-MU-alpha-glucoside fluorescence;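 further: plate controls were uninhibited enzyme wells for no effect and no-enzyme background for full effect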
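Activity normalized between no-enzyme (basal) and enzyme-only wells. Conditions: 4 nM human enzyme, 400 uM fluorogenic substrate, citrate/phosphate pH 5.0 with Tween-20, 20 min room temperature, compounds up to 77 uM.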
Numbers without * were called inactive; ? = inconclusive; nt = not tested or not shown; [ ] = dose if it differs, or a comment. Unless noted, the call rests on the fitted dose curve; in most records, active means well fitted curve in the direction sought with a large enough effect; inconclusive means small, poorly fitted or top-dose-only effect, or another doubt; inactive means no such curve, though single readings can be large; an effect the other way counts as inactive or inconclusive. Potency means the concentration at half of the fitted maximal effect.

SMILES	HTT aggregate	GAA glycogen	IMPase Li cell	HTT cytoprotect	GAA spleen mod	GoLoco inh red	GAA inh
COc1ccc(CCNCC(=O)Nc2ccccc2C(F)(F)F)cc1	36.6%	0.1%	-2.3%	4.2%[10 µM]	6.0%	-19.4%	-9.7%
OCCC1CN(CCCc2ccccc2)CCN1Cc1ccccc1 (configuration not stated)	-5.2%[9.22 µM]	-0.6%	nt	2.8%[10 µM]	6.7%	-1.6%	nt
NC(=O)Nc1ccc(C(=O)OCC(=O)Nc2ccc([N+](=O)[O-])cc2C(F)(F)F)cc1	1.7%	0.0%	-2.2%	nt	2.4%	-66.4%	3.3%
O=C(NCCn1cccn1)c1ccc(OC2CCN(CCc3ccccc3)CC2)cc1	-2.8%[9.22 µM]	15.2%	6.0%	10.2%[10 µM]	-1.5%	3.2%	nt
Cc1ccc(S(=O)(=O)NCC(=O)OC(C(=O)c2ccccc2)c2ccccc2)cc1 (configuration not stated)	7.0%	-13.8%	16.5%[38.3 µM]	-11.2%	6.5%	-4.6%	?
O=C(Nc1nccs1)c1cccc(NC(=O)C2CC2)c1	-15.4%	3.6%	11.0%[38.3 µM]	-4.8%	3.1%	0.9%	1.6%
N#CC1=C(N)Nc2ncnn2C1c1ccc([N+](=O)[O-])cc1 (configuration not stated)	-0.9%[9.22 µM]	-3.8%	nt	-2.5%[10 µM]	1.2%	-7.4%	nt
Cc1ccccc1Nc1nnc(SCC(=O)Nc2ncc(C(F)(F)F)cc2Cl)s1	-11.1%	-12.7%	1.1%	-12.6%[1.9 µM]	2.6%	23.5%	-5.7%
CCC(c1nnnn1C1CCCC1)N1CCN(C(=O)c2ccco2)CC1 (configuration not stated)	-1.8%	1.5%	0.5%[38.3 µM]	-8.7%	7.8%	4.0%	-2.6%
S=C(NCc1cccc(Cl)c1)NC1CCCCC1	-10.9%	5.9%	-0.4%	nt	0.9%	3.1%	-7.0%
CCOC(=O)C1=C(CN2CC(C)CC(C)C2)NC(=O)NC1c1ccc2c(c1)OCO2 (configuration not stated)	-26.6%	3.6%	8.8%	28.0%	-8.0%	1.9%	?
Cc1c(N=Cc2ccncc2)c(=O)n(-c2ccccc2)n1C	14.4%	12.5µM*	-10.7%	12.2%[10 µM]	0.1%	8.0%	6.6%
COc1ccc(NC(=O)c2sccc2OS(=O)(=O)N(C)C)cc1	-11.8%	17.0%	3.3%	-36.1%[inhibitor]	-2.5%	5.8%	-1.2%
O=C(Oc1coc(CSc2ncccn2)cc1=O)c1cccs1	-0.6%	-3.7%	-0.8%	-16.2%	-3.9%	3.4%	3.2%
CCC(C)c1ccc(NC(=O)C2CCCN(c3ncccn3)C2)cc1 (configuration not stated)	-3.0%	5.8%	24.8%[38.3 µM]	-24.4%[10 µM]	-7.4%	-3.8%	6.1%
COc1cccc(NC(=O)Cn2nnc(C(=O)Nc3ccccc3)c2N)c1	?	-3.3%	-10.5%[38.3 µM]	-3.9%	-10.4%	3.4%	2.3%
O=C(CO/N=C\c1ccccc1)Nc1ccccc1C(=O)N1CCOCC1	1.7%	-1.7%	-1.4%	nt	7.8%	1.8%	-13.3%
CCc1nnc(SCC(=O)Nc2ccc(C(C)=O)cc2)nc1CC	-9.3%	-12.5%	13.7%[38.3 µM]	-5.0%[10 µM]	-7.7%	-7.5%	1.6%
O=C(c1csnn1)N1CCC2(CC1)CN(Cc1cc(C(F)(F)F)cc(C(F)(F)F)c1)C2	nt	nt	6.9%	-2.8%	1.5%	7.8%	nt
Cc1cc(C(=O)Nc2sc3c(c2C#N)CCC3)no1	-7.1%	3.9%	20.9%[38.3 µM]	-81.6%[inhibitor]	-19.7%	12.3%	-0.2%

Reprinted at random: three entries already listed
SMILES	HTT aggregate	GAA glycogen	IMPase Li cell	HTT cytoprotect	GAA spleen mod	GoLoco inh red	GAA inh
O=C(CO/N=C\c1ccccc1)Nc1ccccc1C(=O)N1CCOCC1	1.7%	-1.7%	-1.4%	nt	7.8%	1.8%	-13.3%
NC(=O)Nc1ccc(C(=O)OCC(=O)Nc2ccc([N+](=O)[O-])cc2C(F)(F)F)cc1	1.7%	0.0%	-2.2%	nt	2.4%	-66.4%	3.3%
OCCC1CN(CCCc2ccccc2)CCN1Cc1ccccc1 (configuration not stated)	-5.2%[9.22 µM]	-0.6%	nt	2.8%[10 µM]	6.7%	-1.6%	nt

Following part
SMILES	HTT aggregate	GAA glycogen	IMPase Li cell	HTT cytoprotect	GAA spleen mod	GoLoco inh red	GAA inh
Cc1nn(C(C)C(=O)c2cccc(Cl)c2)c(C)c1[N+](=O)[O-] (configuration not stated)	29.4%	-12.1%	14.5%	-30.3%[10 µM]	-5.4%	-120.9%	-18.1%
O=c1[nH]n2c(-c3ccccc3)nc(O)c2c2ccccc12	-14.4%[9.22 µM]	-2.7%	-5.0%	13.2%[10 µM]	9.5%	-12.7%	nt
CCC(C)NC(=O)c1nn(C)c(=O)c2ccccc12 (configuration not stated)	-5.0%	1.5%	2.7%	-21.0%	-17.0%	5.7%	-0.2%
CCc1nnc(/N=C/c2c(O)n(-c3ccc(Cl)cn3)c(=O)c3ccccc23)s1	0.8%	0.8%	-3.5%	24.2%[10 µM]	8.0%	4.8%	2.2%
COC(=O)CSc1nc2ncc(Cl)cc2[nH]1	3.1%	-1.9%	-2.0%	12.5%[10 µM]	0.2%	-6.7%	7.4%
Cc1nc(Cl)c(C#N)cc1-c1ccccc1	-10.6%	4.2%	-3.8%[38.3 µM]	22.2%	3.5%	8.3%	-1.4%
O=C(CCCc1ccccn1)c1ccccc1	nt	nt	4.3%	-15.0%[10 µM]	nt	-5.7%[14.2 µM]	nt
O=C(NNS(=O)(=O)c1ccc(Cl)cc1)c1sccc1-n1cccc1	5.0%	?	-9.8%[38.3 µM]	-23.4%	-4.8%	-0.7%	-4.4%
COc1ccc(N2CCN(C(=O)c3ccc(Cn4c(=S)[nH]c5ccc(N6CCOCC6)cc5c4=O)cc3)CC2)cc1	-7.7%	0.7%	-26.9%	-16.3%	-2.9%	4.6%	-5.4%
Cc1nc(SCc2nnc(-c3ccc(Cl)cc3)o2)c2c3c(sc2n1)CCC3	-2.0%	5.6%	-12.3%[38.3 µM]	8.8%	0.1%	11.9%	-2.7%
Nc1c2c(nc3ccccc13)CCCC2=O	-7.9%[9.22 µM]	7.8%	nt	-3.3%[10 µM]	8.4%	1.9%	nt
C#CCOc1c(Cl)cc(/C=N/O)cc1OC	?	-6.4%	-1.5%	-8.6%[10 µM]	3.6%	12.7%	-4.1%
NS(=O)(=O)c1ccc(NC(=O)COC(=O)CCc2ccccc2)cc1	-6.6%[9.22 µM]	1.5%	nt	21.6%[10 µM]	0.2%	8.5%	2.1%
COc1ccc2cc(C(=O)NCc3ccco3)c(=Nc3ccc(C(=O)O)cc3)oc2c1	22.5%	3.2%	-1.0%	4.9%[10 µM]	-9.1%	6.2%	-7.8%
CN(C)S(=O)(=O)N1CCN(C(=O)N2CCCCC2)CC1	3.9%	6.6%	19.1%[38.3 µM]	6.4%[0.074 µM]	-9.3%	7.5%	-8.1%
COc1ccc(CCNC(=O)CCN2C(=O)C3CC=CCC3C2=O)cc1OC (configuration not stated)	-0.6%	-0.6%	3.3%	6.9%[1.9 µM]	-7.4%	9.2%	2.5%
CC12CN3CC(C)(CN(C1)C3c1cc(Br)ccc1O)C2=O (configuration not stated)	-8.1%	-1.8%	26.4%[38.3 µM]	15.3%	-0.2%	8.0%	-1.3%
CC1(C)CC(=O)C(C=NCCN2CCN(C(=O)c3ccccc3)CC2)=C(O)C1	-2.6%[9.22 µM]	2.1%	-7.4%[38.3 µM]	10.2%	-12.4%	-3.0%	-4.6%
CC(C)C[C@H](NC(=O)NC(C)C)C(=O)O	-10.0%	-1.7%	10.2%[38.3 µM]	4.3%	-4.3%	8.3%	-2.9%
Cc1ccc(C(=O)N(Cc2nc3ccccc3c(=O)[nH]2)C2CCCC2)cc1	nt	3.8%	14.2%	nt	-0.8%	-6.0%	8.8%
COc1ccc(OC)c(CN2C(=O)c3ccccc3C2C(=O)NCC2CCCO2)c1 (configuration not stated)	-11.3%	-2.2%	-4.6%	-7.8%	-5.5%	-7.0%	-15.8%
Cc1cccc2cc(/C=N/NC(=O)[C@H]3C[C@@H]3c3ccccc3)c(Cl)nc12	-0.4%[9.22 µM]	0.1%	nt	-3.6%[10 µM]	8.9%	2.4%	nt
COc1ccc(CNC(=O)C/C(C)=N/NC(=O)C23CC4CC(CC(C4)C2)C3)cc1	5.7%[9.22 µM]	12.4%	12.1%	11.5%[10 µM]	-8.4%	0.6%	-5.7%
CCOC(=O)C1CCN(C(=O)Nc2ccc3nc(C)c(C)nc3c2)CC1	-3.6%	0.8%	3.4%	-23.2%[10 µM]	5.7%	2.5%	9.4%
N/C(=N\N=C\c1cccs1)SC1CC(=O)N(c2cccc([N+](=O)[O-])c2)C1=O (configuration not stated)	23.8%	-1.0%	4.0%	-7.5%	0.0%	0.1%	-0.8%
Cc1ccnc(N2CCC(C(=O)NNC(=O)c3ccncc3)CC2)n1	1.9%[9.22 µM]	9.9%	-3.9%	1.6%[10 µM]	-1.8%	12.0%	-28.3%
NC(=O)c1cccn1-c1ncc(C(F)(F)F)cc1Cl	0.1%	1.4%	-9.9%	-5.2%[10 µM]	0.8%	13.2%	3.4%
Cc1ccccc1NC(=O)CSc1nc(N)c2c3c(sc2n1)CSC(C)(C)C3	18.6%	5.8%	1.7%	10.5%[10 µM]	3.1%	5.3%	4.8%
Cc1cc([N+](=O)[O-])nn1CC(=O)N/N=C/c1ccccc1F	-4.3%[9.22 µM]	-4.3%	nt	21.8%[10 µM]	6.1%	1.1%	nt
CN1CCN(C(=O)C2CCC(C)(C(=O)O)C2(C)C)CC1 (configuration not stated)	1.1%[9.22 µM]	19.1%	-10.7%	-2.5%[10 µM]	-0.6%	-6.2%	?
CN(C)c1ncc2nc(CCc3ccccc3)c(=O)n(Cc3ccc(F)cc3)c2n1	nt	nt	-8.0%	-51.2%[inhibitor]	2.1%	20.9%	nt
O=C(NC1CCCCC1)c1cccs1	-5.9%[9.22 µM]	-16.4%	13.7%[38.3 µM]	3.5%	14.7%	3.8%	0.8%
CN(Cc1ccccc1)c1ccc(S(=O)(=O)N2CCOCC2)cn1	7.1%	-9.6%	-4.1%[38.3 µM]	-1.9%[10 µM]	-1.5%	8.4%	?
Fc1cccc(Cl)c1CNn1cn[nH]c1=S	24.2%	4.8%	-2.8%	-20.9%	3.8%	6.2%	8.4%
CCOC(=O)c1cc(-c2csc(COc3ccc(Cl)cc3)n2)on1	-10.0%[9.22 µM]	2.5%	nt	7.2%[10 µM]	-2.6%	-1.1%	-10.3%
C/C(=N\NC(=O)Cc1cccc2ccccc12)c1ccncc1	-24.0%	3.0%	4.6%	14.4%[10 µM]	-4.0%	8.1%	6.7%

Bioassay records from PubChem.

Only part of the results is shown, so the mix of outcomes need not match the whole.
